# CTSL1 counter: counter-screen for PFM18AAP inhibitors: inhibitors of F. hepatica cathepsin L1; recombinant F. hepatica cathepsin L1, Z-Leu-Arg-MCA fluorescence; inhibition, % at 5.96 µM; 300,000 compounds, 0.49% hits;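 active means inhibition above the mean of all tested compounds plus 3 SD, set per screening campaign, cut at about 17% in these data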;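 further: 0% = plate median of test compound wells and 100% = 1 µM Z-Phe-Ala-diazomethylketone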
# PP1 counter: blocks human PP1-alpha phosphatase, a PP5 counter-screen; inhibition, % at 6.7 µM; purified PP1alpha, OMFP fluorescence; 320,000 compounds, 0.9% hits; P62136; AID 2235;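 active means inhibition above the mean inhibition of all tested compounds plus 3 SD, computed separately for each screening campaign, cut at about 15% in these data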
# Target sequence (P62136 whole entry, looked up): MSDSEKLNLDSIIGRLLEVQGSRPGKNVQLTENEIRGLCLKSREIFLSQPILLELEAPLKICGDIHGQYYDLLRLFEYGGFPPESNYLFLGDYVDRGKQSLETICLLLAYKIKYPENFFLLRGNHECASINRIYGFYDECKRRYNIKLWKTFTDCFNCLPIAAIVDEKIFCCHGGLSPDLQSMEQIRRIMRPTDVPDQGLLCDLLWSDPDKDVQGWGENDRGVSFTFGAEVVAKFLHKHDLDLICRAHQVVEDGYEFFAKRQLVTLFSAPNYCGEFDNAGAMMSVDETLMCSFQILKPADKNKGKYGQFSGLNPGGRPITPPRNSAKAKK
# PP5 inh: blocks human protein phosphatase 5 activity; P53041; 320,000 compounds, 0.18% hits; inhibition, % at 6.7 µM; purified PP5c, OMFP substrate fluorescence;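 active means inhibition above the campaign's mean inhibition across all tested compounds plus 3 SD, cut at about 9.5% in these data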;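 further: 0% = DMSO only and 100% = 100 µM cantharidin control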
# HCV core dimer: blocks dimerization of HCV core protein | inhibition, % at 5 µM | 300,000 compounds, 0.33% hits | AID 1899 | TR-FRET GST/Flag-core106 dimerization, 1536-well;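 active means inhibition above the mean of all tested compounds plus 3 SD, set per screening campaign, cut at about 45% in these data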
#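 Material: Tagged HCV core106 pair (GST and Flag) | Amount: GST-core106 13.5 nM, Flag-core106 17 nM | Medium: KF-containing HEPES buffer, pH 7.45, DTT, CHAPS, BSA | Reagent: Eu donor and XL665 acceptor anti-tag antibodies | Schedule: 4 h at 22.5 °C | Technique: Time-resolved FRET, ex 340 nm, em 617 and 671 nm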
# ZTA DNA inh: ZTA (EBV) inhibition in EBNA-1 counter-screen; P03206; ZTA-DNA binding, fluorescence polarization; inhibition, % at 11 µM; 320,000 compounds, 0.15% hits; in the data active means inhibition above about 33%
# Target sequence (P03206 whole entry, looked up): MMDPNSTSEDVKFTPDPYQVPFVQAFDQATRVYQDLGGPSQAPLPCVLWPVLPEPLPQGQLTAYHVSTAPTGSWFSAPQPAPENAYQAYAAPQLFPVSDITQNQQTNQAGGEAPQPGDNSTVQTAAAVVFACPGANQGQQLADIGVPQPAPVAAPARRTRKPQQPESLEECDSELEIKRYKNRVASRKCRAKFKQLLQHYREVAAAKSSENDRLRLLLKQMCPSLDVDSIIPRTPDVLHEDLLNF
# TPT1 inhibitor: blocks Candida albicans tRNA 2'-phosphotransferase; AID 1962; 300,000 compounds, 0.81% hits; inhibition, % at 5 µM; recombinant caTPT1, FP RNA substrate dephosphorylation;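 active means inhibition above the mean of all tested compounds plus 3 SD, set per screening campaign, cut at about 24% in these data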;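 further: plate controls were DMSO alone for no effect and ferristatin control at 100 nM for full effect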
# GASC-1 inh: human JMJD2C demethylase inhibition; Q9H3R0; GST-JMJD2C(1-420) H3K9me3 demethylation, DELFIA europium; inhibition, % at 2.35 µM; 330,000 compounds, 0.069% hits;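 active means more than half of a compound's replicate wells show inhibition beyond 50%, single wells judged on their own value; inconclusive means some, but no more than half, of replicates pass 50% inhibition; inactive means no replicate passes 50% inhibition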;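 further: signal counts dimethyl H3K9 product captured on neutravidin plate; 0% = median of DMSO wells and 100% = 0.3 times that DMSO median; strong numbers were not always called active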
# Target sequence (Q9H3R0 1-420 limits assumed): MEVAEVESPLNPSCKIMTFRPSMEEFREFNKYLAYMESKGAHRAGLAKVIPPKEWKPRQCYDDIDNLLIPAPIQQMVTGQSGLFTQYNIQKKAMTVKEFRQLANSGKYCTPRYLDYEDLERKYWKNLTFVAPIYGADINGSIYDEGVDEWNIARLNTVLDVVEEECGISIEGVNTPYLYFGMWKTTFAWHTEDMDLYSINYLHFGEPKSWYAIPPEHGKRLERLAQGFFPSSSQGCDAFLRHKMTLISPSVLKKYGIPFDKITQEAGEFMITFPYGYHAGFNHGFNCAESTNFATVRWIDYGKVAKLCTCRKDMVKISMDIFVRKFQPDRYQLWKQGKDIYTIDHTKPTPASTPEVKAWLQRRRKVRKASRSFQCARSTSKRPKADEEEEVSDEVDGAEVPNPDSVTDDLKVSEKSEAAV
# Yeast superoxide: caloric restriction mimetics inhibiting age-related superoxide in yeast | S. cerevisiae aged cells, superoxide DHE fluorescence; active compounds read low | 330,000 compounds, 0.18% hits | AID 2690 | superoxide response (% of plate mean), % at 10 µM;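 active means superoxide response under a set limit, about three screen SD below normal, cut at about 65% in these data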;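 further: yeast aged for seven days with compound at 30 °C before DHE staining; 100% = average MFI of all compound-treated wells on the plate with controls excluded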
# EBNA-1 inhibitor: blocks EBNA-1 binding to DNA | AID 1950 | inhibition, % at 14.8 µM | EBNA-1 DNA binding, fluorescence polarization | 300,000 compounds, 0.34% hits; in the data active means inhibition above about 28%
# Active calls of the source: *; i = inactive; ? = inconclusive; . = no result given.
smiles,HCV core dimer,ZTA DNA inh,PP1 counter,GASC-1 inh,TPT1 inhibitor,PP5 inh,Yeast superoxide,CTSL1 counter,EBNA-1 inhibitor
Cc1cc(C)c(C2=NOC3C4CCC(C4)C23)c(C)c1 (stereo not drawn),11.9,-0.6,2.2,-3.1,0.7,1.6,107.1,11.7,10.2
COc1ccc(NS(=O)(=O)c2cccc(NC(=O)CNC(C)=O)c2)cc1,-3.9,3.4,-1.5,4.0,-2.8,0.4,103.4,-0.5,6.7
CCOC(=O)c1ccsc1NC(=O)CCS(=O)(=O)c1ccccc1,-31.5,-9.3,-5.4,26.8,0.7,3.1,95.6,10.1,-2.2
COc1ccc(-c2cn3cc([N+](=O)[O-])ccc3n2)cc1OC,1.4,0.1,-1.3,-1.0,-0.1,-1.4,90.5,-3.1,-6.0
O=C(CCC(=O)OCC(=O)c1ccccc1)Nc1cccc(Cl)c1,-3.3,1.9,-0.3,-0.3,-0.7,1.7,86.5,-20.8,-6.0
O=C(O)c1ccc(NS(=O)(=O)c2ccc3c(c2)OCCCO3)cc1,-5.0,3.8,-3.9,-9.7,1.8,2.9,89.3,1.4,8.4
CC(=O)OCC1=C(C(=O)O)N2C(=O)C(NC(=O)c3ccc(F)cc3)C2SC1 (stereo not drawn),-4.7,-10.3,-5.6,1.7,3.6,-1.5,87.5,2.6,-6.8
Cc1ccc(CS(=O)(=O)CCC(=O)NCc2ccccc2Cl)cc1,-49.5,-15.1,7.6,25.4,-7.2,-0.3,114.7,0.7,-16.3
CCCCc1ccc(NS(=O)(=O)c2c(C)n(C)c(=O)n(C)c2=O)cc1,-1.9,4.9,3.7,-6.8,0.4,0.7,83.2,-2.1,9.4
CCC1(CC)NC(=O)N(CC(=O)Nc2sc3c(c2C(N)=O)CCC3)C1=O,82.6*,-7.0,10.7,-5.5,28.1*,-0.1,104.1,-0.6,-0.3
Cc1ccc(SCn2nnc3ccccc3c2=O)c(C)c1,-22.0,0.1,1.2,-2.8,-1.7,1.6,95.3,-0.6,-5.0
COC(=O)c1ccc(C)c(NC(=O)CCc2ccc(OC)cc2)c1,-2.0,-0.9,1.6,3.9,2.0,2.5,108.0,-1.0,-0.8
COc1ccc(CNc2cc(C)ccn2)cc1,-39.4,2.9,-0.1,15.2,-2.8,0.1,109.8,0.9,-10.2
Cc1ccc(C(=O)NCc2n[nH]c(=S)n2-c2ccccc2)cc1[N+](=O)[O-],-2.5,-8.0,-4.6,2.3,-4.5,1.2,102.1,-3.5,-3.2
CCOC(=O)/C(C#N)=C1/C=CN(Cc2ccccc2)C=N1,0.4,6.2,-3.7,?,-0.2,1.6,126.5,3.0,8.1
C/C=C/C(=O)OCC(=O)Nc1ccc(OC)c(Cl)c1,-0.2,-8.6,-1.6,-0.6,0.8,0.3,109.0,-5.7,-0.6
Cc1cc(C(=O)N/N=C/c2c[nH]c3ccccc23)c(C)o1,-6.6,2.6,0.0,4.3,-1.4,0.8,90.7,0.9,-2.3
Cc1cccc2c1cnn2C(=O)CCC(=O)N1CCC(C)CC1,1.6,2.2,-0.8,-0.7,-2.7,1.8,92.8,-1.2,10.6
O=C(COc1ccc2ccccc2c1)Nc1ccc(Br)cc1C(=O)O,10.9,9.0,-0.6,-8.4,4.6,2.4,122.8,-0.2,-2.0
Cc1cc(-c2ccc(Cl)cc2Cl)c(C#N)c(=O)[nH]1,3.8,0.1,-0.2,2.3,1.5,-3.5,102.9,0.5,-11.9
Cc1ccc(-n2nc3ccc(N)cc3n2)cc1Cl,5.0,4.5,1.8,-5.4,1.6,0.4,108.3,1.0,0.2
COc1ccc(Cl)cc1NC(=O)CSc1nnc(C2CC2)n1C,-1.3,-2.4,1.5,1.2,-4.7,4.1,160.4,0.3,-13.4
O=C1CC(c2ccc(Cl)cc2)c2c(O)cc(O)cc2O1 (stereo not drawn),9.3,-10.8,-1.1,3.3,0.8,3.2,104.7,0.0,-0.1
CCC(C)N1CC(=O)N2Cc3[nH]c4ccccc4c3C[C@H]2C1=O (stereo partly drawn),4.8,-4.4,-0.2,-4.6,-4.4,-1.3,87.2,5.2,11.5
Cc1c(Cl)cccc1N=C1SCCN1C(=O)CN1C(=O)NC2(CCCC2)C1=O,2.9,5.2,1.6,-4.8,2.8,-0.8,95.0,1.8,9.0
CN(CC(=O)Nc1ccc(N2CCOCC2)cc1)CC(=O)Nc1ccccc1C#N,3.0,-0.5,-3.0,-9.9,2.6,1.0,89.3,0.3,-0.5
O=C(NCCCCO)C(F)(F)C(F)(F)C(F)(F)C(=O)NCCCCO,4.2,-0.4,-0.5,-5.1,0.4,0.1,91.2,-28.9,11.4
Cc1cccc(Nc2nc3c(S(=O)(=O)c4ccccc4)nnn3c3ccccc23)c1C,-1.0,-4.6,-2.6,3.4,0.4,-0.5,99.5,0.8,9.4
Cn1c(CN2CCCC2)nc2cc(NC(=O)C3CCCCC3)ccc21,3.3,-6.0,-1.8,1.3,-4.9,0.0,98.8,2.5,2.5
Cc1c(OCC(=O)C(C)(C)C)ccc2c(-c3ccccc3)cc(=O)oc12,5.7,-2.6,6.3,-14.7,-1.2,2.7,102.5,4.7,-10.4
CC1(C)Cc2nc(Cl)c(C#N)cc2CO1,1.3,-2.9,-2.1,8.3,-1.0,-1.3,102.4,-2.4,5.6
Brc1ccc(Cn2c(-c3cncs3)nc3ccccc32)cc1,5.6,2.4,0.5,9.2,0.3,3.1,94.0,-0.1,-9.7
COC(=O)c1ccc(COc2ccc(C=O)cc2OC)o1,-0.4,-15.1,-2.1,4.7,-3.0,1.4,100.1,-2.9,9.6
CCN(CC)c1ccc(NC(=O)CSc2nc3ccccc3c(=O)[nH]2)cc1,-11.4,-10.9,7.1,-6.8,-2.3,0.6,88.7,-0.9,3.7
O=S(=O)(NCC(c1ccco1)N1CCCCC1)c1ccccc1C(F)(F)F (stereo not drawn),.,-6.5,5.8,1.0,.,1.9,100.9,.,.
O=C(Nc1ccc(F)cc1F)NC1CCCc2ccccc21 (stereo not drawn),7.1,6.4,-1.0,5.6,-2.0,3.2,107.6,3.7,7.5
COC(=O)C(=O)/C=C(\O)c1ccc(C)cc1,2.3,15.8,2.6,5.6,0.3,0.9,91.9,1.8,4.4
CCc1cc2c3c(c1)C(C)CC(C)(C)N3C(=O)/C2=C1\SC(=O)NC1=O (stereo not drawn),9.7,15.6,1.0,8.1,0.3,-1.5,104.2,-1.4,6.3
CC(C)CN(C(=O)c1cccc(Cl)c1)c1c(N)n(Cc2ccccc2)c(=O)[nH]c1=O,.,-6.3,-2.6,3.9,.,-0.6,76.9,.,.
O=C(NCCc1ccc(Cl)cc1)C(=O)Nc1cc2c3c(c1)CC(=O)N3CCC2,15.1,18.8,5.8,18.2,2.6,-2.0,96.9,1.6,4.7

# Two entries from above, with each value named.
COC(=O)c1ccc(COc2ccc(C=O)cc2OC)o1
- HCV core dimer: -0.4
- ZTA DNA inh: -15.1
- PP1 counter: -2.1
- GASC-1 inh: 4.7
- TPT1 inhibitor: -3.0
- PP5 inh: 1.4
- Yeast superoxide: 100.1
- CTSL1 counter: -2.9
- EBNA-1 inhibitor: 9.6
COC(=O)C(=O)/C=C(\O)c1ccc(C)cc1
- HCV core dimer: 2.3
- ZTA DNA inh: 15.8
- PP1 counter: 2.6
- GASC-1 inh: 5.6
- TPT1 inhibitor: 0.3
- PP5 inh: 0.9
- Yeast superoxide: 91.9
- CTSL1 counter: 1.8
- EBNA-1 inhibitor: 4.4

# (list continues)
smiles,HCV core dimer,ZTA DNA inh,PP1 counter,GASC-1 inh,TPT1 inhibitor,PP5 inh,Yeast superoxide,CTSL1 counter,EBNA-1 inhibitor
CCCNC(=O)C1CCN(S(=O)(=O)c2ccc3c(c2)OCCO3)CC1,3.7,2.7,-2.0,-2.3,-5.2,-0.7,92.1,0.6,15.2
CSc1ccccc1OCc1cc(C(=O)NC(C)c2cnn(C)c2)no1 (stereo not drawn),4.9,-1.7,-2.4,8.3,3.0,4.5,109.4,-2.2,9.6
COC(=O)c1ccc(CSc2nc(N)cc(N)n2)cc1,5.9,8.0,-1.8,i,3.4,1.2,76.3,-0.6,0.0
CCSC1=C(C#N)C(c2cccc(OC)c2)CC(=O)N1 (stereo not drawn),-0.6,-4.9,-1.5,1.9,-2.7,1.1,91.5,-2.3,-3.0
Cc1ccc(CNS(=O)(=O)c2c(C(=O)N3CCCCCC3)c(C)n(C)c2C)cc1,10.7,7.5,-3.4,-3.2,0.2,-1.6,106.0,1.3,6.4
Cc1cc(C)c(-c2csc(NC(=O)COC(=O)c3ccc4c(c3)OCO4)n2)c(C)c1,4.6,-6.6,0.1,-8.9,-3.9,3.2,78.2,-1.3,0.8
O=C(CSc1ccc([N+](=O)[O-])cc1)OCC(=O)N1CCCC1=O,.,0.3,-1.3,2.5,.,-0.5,98.9,.,.
COc1ccc(C(CC(=O)N2CCN(C)CC2)NC(=O)C(F)(F)F)cc1 (stereo not drawn),3.4,-8.7,-0.2,5.5,-4.4,-1.7,108.0,-4.4,-3.4
Cc1ccc(NC(=O)C(=O)NCC2OCCc3ccccc32)cc1 (stereo not drawn),2.7,6.0,10.1,-27.8,2.5,0.2,105.5,0.5,-7.5
COc1c(S(=O)(=O)N2CCN(C)CC2)ccc(Cl)c1Cl,2.0,15.9,-1.2,-2.5,-1.7,0.0,100.7,4.9,5.6
C=CCCN(Cc1ccccc1)S(=O)(=O)c1cc(Br)ccc1Br,.,-0.1,2.6,-1.9,.,1.2,103.7,.,.
COCCn1c(-c2ccccc2)nc2ccccc21,-1.9,3.1,1.2,-5.0,1.8,-0.7,105.0,-3.4,-5.6
COc1ccc(OC)c(S(=O)(=O)Nc2cccc3ccc(O)cc23)c1,1.5,13.6,1.4,1.7,-0.1,2.9,98.6,4.8,-5.8
CCOc1cc(S(=O)(=O)NCc2ccccn2)c(C)cc1C,2.8,3.4,-1.8,-0.9,-0.6,-3.0,108.7,2.3,11.4
CC(OC(=O)c1cccs1)C(=O)NCCc1ccccc1 (stereo not drawn),-1.7,9.8,-1.8,-27.0,-3.2,-0.6,108.6,-5.2,1.8
CCOC(=O)N1CCC(NC(=O)Cn2cc3c(n2)CCCC3)CC1,0.3,-4.6,-1.8,-9.0,-6.6,-0.1,92.5,1.1,-0.4
N#CC(C#N)C(c1ccsc1)c1c(-c2ccccc2)[nH][nH]c1=O (stereo not drawn),-0.6,7.7,-0.8,-10.3,-3.6,2.6,100.5,2.3,4.0
CSc1ncccc1C(=O)N1CCCC(CCC(=O)NCc2ccccc2F)C1 (stereo not drawn),12.5,-2.7,-1.5,-4.3,-3.5,1.3,124.0,-5.3,-3.0
COc1ccc(NC(=O)C2CCC(=O)N2S(=O)(=O)c2ccc(C)cc2)c(OC)c1 (stereo not drawn),-4.2,-2.6,1.5,2.0,2.6,1.5,139.5,-7.7,1.6
COC(C[C@@H]1O[C@H]1C(=O)COCc1ccccc1)OC,-8.7,-21.7,-1.3,-5.3,-0.4,2.5,.,6.2,-4.9
COc1ccc(C(=O)NC(C(=O)NCC2(N3CCCCC3)CCCCC2)C(C)C)cc1 (stereo not drawn),.,7.1,-2.6,.,.,-2.1,97.5,.,.
CC(C)c1ccc(/C=N/NC(=O)c2ccccc2Cl)cc1,-1.4,-16.5,-1.8,9.2,0.8,0.8,104.5,-1.9,1.2
CC1=NN(c2ccccc2)C(=O)/C1=C/c1ccc(-c2ccc(C)c(C(=O)O)c2)o1,-10.5,-9.1,2.1,1.6,5.2,-0.6,85.5,6.7,11.5
